Tb PYK inh: blocks Trypanosoma brucei pyruvate kinase; 410,000 tested, 0.12% active; Potency, µM (top dose mostly 76.8 µM), for the others: at the top dose activity, negative = inhibition, actives largely listed as inhibitors; TbPYK enzyme, Kinase-Glo Plus ATP luminescence, 45 min; Q57TT1; AID 624173; further: nearly all actives have a fitted effect of over 50% in size
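Assay buffer: 50 mM TEA pH 7.2, 100 mM KCl, 10 mM MgCl2, 0.05% BSA, 0.01% Tween-20. Pyruvate kinase from T. brucei plus substrate met compound, then ADP (130 uM final). Luminescence was read post 45 min RT.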
Pf growth 96h: P. falciparum growth inhibition at 96 hour, primary screen for plastid delayed-death inhibitors. P. falciparum luciferase reporter growth, 96 h. Potency, µM (titrated, usually from 28.7 µM), for inactives: top-dose activity change, negative = inhibition, most hits filed as inhibitors. 320,000 tested, 6.9% active
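Cell-based qHTS: luciferase-tagged P. falciparum in erythrocytes (2% hematocrit, 0.05% parasitemia final) incubated with compounds for 96 hours, 37 C, 5% CO2; luciferase detection reagent then added and luminescence measured.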
LmPK inhibitor: inhibitors of Leishmania mexicana pyruvate kinase | purified LmPK, Kinase-Glo ATP luminescence, 1 h | 290,000 tested, 0.37% active | Potency, µM (highest dose often 57.5 µM), without a hit: top-dose activity change, negative = inhibition, actives largely listed as inhibitors | Q27686
Target sequence (Q27686 whole entry, looked up): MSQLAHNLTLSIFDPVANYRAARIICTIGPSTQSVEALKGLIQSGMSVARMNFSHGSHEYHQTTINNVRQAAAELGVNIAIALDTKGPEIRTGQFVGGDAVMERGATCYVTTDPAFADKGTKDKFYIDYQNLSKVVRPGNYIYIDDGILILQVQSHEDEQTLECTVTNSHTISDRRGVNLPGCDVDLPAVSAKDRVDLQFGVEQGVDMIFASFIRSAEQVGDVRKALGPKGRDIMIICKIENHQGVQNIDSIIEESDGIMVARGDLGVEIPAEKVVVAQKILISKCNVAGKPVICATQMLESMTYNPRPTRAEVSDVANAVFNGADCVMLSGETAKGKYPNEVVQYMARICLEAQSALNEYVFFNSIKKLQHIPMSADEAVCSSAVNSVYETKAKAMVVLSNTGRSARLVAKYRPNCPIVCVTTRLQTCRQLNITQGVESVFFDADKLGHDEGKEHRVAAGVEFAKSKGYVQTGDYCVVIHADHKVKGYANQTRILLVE
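Screened at intermediate enzyme activity to detect both inhibitors and activators: LmPK at 0.1 nM, with a 0.5 nM enzyme column as activation reference. PEP 0.5 mM, ADP 0.1 mM; ATP detected by luminescence after 1 h.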
Pf growth 48h: inhibits P. falciparum growth in the first generation, 48 h; P. falciparum luciferase growth in erythrocytes, 48 h; Potency, µM (doses to about 28.7 µM), without a hit: top-dose activity change, negative = inhibition, usual class: inhibitors; 310,000 tested, 5.9% active
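Read-out is firefly luciferase luminescence from an integrated reporter in P. falciparum, so falling signal marks reduced parasite growth. Infected erythrocytes were at 2% hematocrit and 0.1% parasitemia (final) in Albumax-supplemented RPMI 1640.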
Sm TGR block: S. mansoni TGR enzyme inhibition. Potency, µM (highest dose often 114 µM), for the others: at the top dose activity change, negative = inhibition, most hits filed as inhibitors. AID 485364. purified TGR, DTNB reduction, TNB absorbance 405 nm. 360,000 tested, 3% active; further: nearly all actives have a fitted effect of over 60% in size
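TGR 20 nM + NADPH 100 uM (dispensed conc.), cpd preinc 15 min RT; start with NADPH (500 uM addition) then DTNB (15 mM addition). Kinetic TNB absorbance, 405 nm filter. Four-parameter Hill fit across titration.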
HCV inh: inhibitors of hepatitis C virus infection; AID 651820; Huh7.5.1 HCVcc-Cre infection, luciferase reporter, 44 h; Potency, µM (series often up to 41.8 µM), without a hit: top-dose activity change, negative = inhibition, most hits filed as inhibitors; 340,000 tested, 3.4% active
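Reporter virus HCVcc-Cre (~0.5 moi) infects cells exposed to compound; seeding density 1,000 cells/well with 4 h settling beforehand. Luminescence, 15 sec read, taken 44 h post-infection following a 15 min RT substrate incubation.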
* = called active by the depositor; i = inactive; ? = inconclusive; . = not tested or not shown; & = joins results of further samples; [ ] = another dose, or the depositor's remark. The call rests on the fitted dose curve; in most records, active means well fitted curve in the direction sought with a large enough effect; inconclusive means small, poorly fitted or top-dose-only effect, or another doubt; inactive means no such curve, though single readings can be large; an effect the other way counts as inactive or inconclusive. On the % scale 0 is the no-effect control and ±100 the full control effect; potency means the concentration at half of the fitted maximal effect.

Molecule,Pf growth 48h,Pf growth 96h,LmPK inhibitor,Sm TGR block,Tb PYK inh,HCV inh
Cc1ccnc(OC(C(=O)O)C(OCc2ccccc2)(c2ccccc2)c2ccc(C(F)(F)F)cc2)n1 (stereo unspecified),6%,?,1%,?,2%,3%
OCC1CCCCN1C(=S)Nc1cccc(Cl)c1 (stereo unspecified),13%,29%,0%,.,-1%,-9%
CCOc1ccccc1N1CC(C(=O)N(CC)CC(=O)Nc2ccc3c(c2)OCCO3)CC1=O (stereo unspecified),?,-2%,.,-8%,7%,14%
CC(C)(C)C(=O)NC1CCN(C(=O)N2CCCC2)CC1,6%,?,-1%,0%,-5%,2%
Cc1ccc(Nc2nc3nonc3nc2N(C)C)cc1,?,?,2%,-20%,-4%,8%
CCOC(=O)N1CCN(C(=O)CN(C2CCCCC2)S(C)(=O)=O)CC1,-12%,.,-6%,8%,9%,4%
O=C(CC(CC(=O)c1ccccc1)C(=O)O)c1ccccc1,.,11%,-1%,-2%,-1%,18%
CCOC(=O)c1cn(CC2CC2)c2cc(F)c(F)cc2c1=O,-18%,?,7%,.,-4%,14µM*
Cc1cc(NC(=O)Cn2c(C)nc3ccccc3c2=O)ccc1Br,.,4%,1%,-1%,-11%,-7%
Cc1cccc(-n2c(Cn3nc(C)c([N+](=O)[O-])c3C)n[nH]c2=S)c1,-9%,?,-21%,-24%,-29%,8%
Cc1oc(-c2ccccc2F)nc1CS(=O)CC(=O)N1CCC2(CC1)OCCO2 (stereo unspecified),35%[activator],?,-1%,28µM*,.,10%
O=C(CCn1nc(-c2ccc(Cl)cc2)ccc1=O)N1CCN(c2ccc(F)cc2)CC1,?,14%,1%,3%,1%,?
COc1ccc2c(c1)c(CC(=O)OCC(N)=O)c(C)n2C(=O)c1ccc(Cl)cc1,-5%,11%,-4%,1%,6%,?
CN(C)CCNc1oc(COc2ccc(Cl)cc2)nc1C#N,-6%,315%[activator],-8%,28µM*,-1%,?
CC(C)CC(=O)Nc1ccccc1-c1nnn(CC(=O)N2CCc3ccccc3C2)n1,-3%,9%,4%,11%,6%,?
CCc1nnc(NC(=O)c2cc(-c3ccc(C)o3)nc3ccccc23)s1,?,-13%,.,?,?,17%
Cc1cc(N2CCN(C(c3ccccc3)c3ccc(Cl)cc3)CC2)n2ncnc2n1 (stereo unspecified),?,?,-4%,-10%,-5%,-11%[8.37 µM]
Cc1csc(NC(=O)c2ccco2)c1C(=O)c1ccccc1,18%,33%[activator],3%,0%,-1%,7%
CC(/C=N\NC(=O)CN1CCN(Cc2ccccc2)CC1)=C\c1ccco1,-6%,.,3%,-21%,-5%,-23%
O=C(OCc1nnc(-c2ccccc2)o1)c1ccc2c(c1)C(=O)N(CCc1ccccc1)C2=O,-2%,?,1%,-17%,-4%,-1%&12%
OC(c1cc(C(F)(F)F)nc2c(C(F)(F)F)cccc12)C1CCCCN1 (stereo unspecified),0.0093µM*,0.0037µM*,.,3%,0%,?
CC(C)N1CCN(Cc2ccc(OCc3ccccc3)cc2)CC1CCO (stereo unspecified),-15%,?,12%,3%,-18%,?
O=c1ccc(Oc2nc(N3CCOCC3)nc(N3CCOCC3)n2)n[nH]1,-5%,73%[activator],0%,12%,-2%,25%
COc1ccccc1/C=C/C=N/NC(=O)CN1CCN(S(=O)(=O)c2ccc(C)cc2)CC1,-17%,-21%,-1%,3%,-5%,?
O=C(NCc1cccnc1)c1ccc(=O)oc1,-4%,0%,-1%,0%,.,9%
Cc1cccc(NC(=S)N2N=CCC2c2ccccc2)c1 (stereo unspecified),.,?,-3%,9%,2%,-20%
O=C(Oc1ccc([N+](=O)[O-])cc1)c1cccnc1,0%,?,3%,-31%,-11%,14%
CCOc1cc(Cl)c(S(=O)(=O)NCCCN2CCOCC2)cc1Cl,3%,-12%,2%,-1%,0%,-13%
C=COCCn1c(C)c(C(=O)OCC)c2cc(O)ccc21,?,?,1%,4%,-13%,9%
Cc1cc(C)c[n+](-c2nc3ccccc3nc2C(=C=[N-])C#N)c1,-2%,?,-1%&1%,0%&-6%,2%&-13%,14%&22%
CCc1ccc(CN(C)C(=O)c2cc(COc3ccc(-n4cncn4)cc3)on2)cc1,3%,5%,0%,2%,12%,?
COc1ccc(/C=C/C(=O)OCC(=O)c2ccc3c(c2)NC(=O)CO3)c(OC)c1,22%,26%,0%,0%,-6%,11µM*
O=C1Cc2cc(S(=O)(=O)N3CCN(c4cccc(Cl)c4)CC3)ccc2N1,-9%,?,1%,9%&-3%,-10%&0%,?
CN(C)S(=O)(=O)c1ccc(C(=O)Nc2ccccc2C(=O)NCCCN2CCOCC2)cc1,-27%,?,.,-17%,-7%,9%
COc1ccc(CCN2CC(C(=O)OCC(=O)N(C)Cc3ccccc3)CC2=O)cc1OC (stereo unspecified),-20%,-24%,.,-16%,3%,-4%
CCOc1ccc(NC(=O)c2sc3nc4n(c(=O)c3c2C)CCC4)cc1,-1%,?,1%,1%&1%,2%&2%,?
CC(=O)c1cn(CC(=O)Nc2ccccc2F)c2ccccc12,-15%,252%[activator],-1%,-12%,3%,11µM*
O=C(c1cc2ccccc2o1)c1nc2c(n1O)CCCCC2,55%[activator],.,-1%,-2%,-3%,9%
COCC1CCCN(C(=O)c2ccc3oc(Cc4ccc(Cl)cc4)nc3c2)C1 (stereo unspecified),?,-3%,4%,-13%,-3%,-22%
O=C(c1ccc(N2CCCCC2)c([N+](=O)[O-])c1)N1CCC2(CC1)OCCO2,5%,5%,0%,5%,-2%,-23%
CCCCSc1nc(C)nc2c1c(=O)n(C)c(=O)n2C,?,?,2%,-7%,0%,?
CN(c1ccccc1)S(=O)(=O)c1cccc(NC(=O)COc2cccc([N+](=O)[O-])c2)c1,13µM*,-19%,.,-2%,-4%,?
COC(=O)c1cccc2nc3c(C(C)O)cccc3nc12 (stereo unspecified),-2%,?,-6%,0%,-1%,-16%
Cc1ccc(NC(=O)c2nc[nH]c2C(=O)N2CCC(C)CC2)cc1,-8%,11%,4%,9%,8%,10%
Cc1c(C(=O)C(=O)NCCc2ccc(S(N)(=O)=O)cc2)c2ccccc2n1C,10%,27%,2%,4%,1%,10%
Cc1cc2c(OCC(O)CN3CCCCC3)cccc2[nH]1 (stereo unspecified),-9%,18%,5%,?,-2%,-7%
Cc1ccc(CNc2oc(C)nc2C#N)cc1,0%,352%[activator],-3%,-3%,0%,13%
CCCCOc1ccc(C(=O)N/C(=C\c2cccc([N+](=O)[O-])c2)C(=O)OCc2ccco2)cc1,-3%,?,1%,-1%,-12%,-8%
O=c1c2ccsc2ncn1Cc1ccc(Cl)cc1,5%,?,1%,2%,-3%,10%
O=C(COC(=O)CCS(=O)(=O)c1ccc(Cl)cc1)NCCc1ccccc1,4%,28%,3%,-14%,-8%,27%
O=C(Nc1nc(-c2cccs2)cs1)c1ccc([N+](=O)[O-])o1,?,?,.,?,-12%,?
COc1ccc(N2CCN(C(=S)NC(C)c3ccccc3)CC2)cc1 (stereo unspecified),?,16%,0%,4%,0%,-11%
O=C(c1ccc(Cl)cc1)c1cnc(Nc2ccccc2Cl)s1,230%[activator],i,-4%,-18%,2%,?
O=C(NCC(=O)N1CCN(S(=O)(=O)c2c(F)cccc2F)CC1)c1ccccc1F,-8%,0%,.,-1%,-10%,-11%
CCOC(=O)CN(c1ccccc1)S(=O)(=O)c1ccc(F)cc1,-22%,-3%,1%,16%,0%,11%
O=C(Nc1ccccc1N1CCCCC1)C1CCN(S(=O)(=O)c2ccccc2C(F)(F)F)CC1,9.3µM*,?,.,2%,-3%,?
CSc1ccccc1C(=O)NC1CCCN(Cc2ccccc2F)C1 (stereo unspecified),-12%,-8%,2%,1%,4%,11%
CCOc1ccc(CNC(=O)c2ccc(Sc3ccc(Cl)cc3)c(NC(C)=O)c2)cc1,2%,?,1%,-3%&6%,3%&-24%,-29%
O=C(O)CSc1nc2sc3c(c2c(=O)n1-c1ccccc1)CCC3,5%,3%,6%,-27%,-7%,-5%
N#Cc1c(-c2ccccc2)cc(-c2ccccc2)nc1SCC(=O)NCC(=O)O,41%[activator],32%[activator],3%,6%,?,4%

Continued.
Molecule,Pf growth 48h,Pf growth 96h,LmPK inhibitor,Sm TGR block,Tb PYK inh,HCV inh
CCOC(=O)C1(CCc2ccccc2)CCN(Cc2cccc3cnccc23)CC1,?,7.4µM*,-4%,19%,0%,10µM*
CCCCC(=O)Nc1ccc(C(=O)c2ccccc2)cc1,26%,32%[activator],-6%,.,-8%,-14%
O=C(O)Cn1nc(-c2ccc(F)cc2)oc1=O,21%,7%,0%,0%,-12%,10%
C[C@]12C=CC(=O)C=C1CC[C@@H]1C2C(O)C[C@@]2(C)C1CC[C@]2(O)C(=O)COC(=O)CCC(=O)NC(CC(=O)O)C(=O)O (stereo partly specified),-7%,-10%,0%,-24%,-9%,24%
COc1ccc(N(CC(=O)Nc2cccc(C)c2C)S(=O)(=O)c2c(C)n[nH]c2C)cc1,?,-24%,1%,27%,-1%,-23%
COc1cccc(CN=C2Nc3ccccc3CS2)c1,.,.,-9%,11%,0%,1%
N#Cc1ccccc1/C=N/Nc1nc(-c2ccccc2)c2cc(Br)ccc2n1,19%,27%,0%,8%,-9%,-13%
COCCC(=O)N1CCC(Oc2ccc(C(=O)NCCn3cccn3)cc2)CC1,-5%,?,-3%,-7%,-1%,27%
CCOC(=O)CNC(=O)CN1CCCN(S(=O)(=O)c2ccc(Br)s2)CC1,-30%,?,3%,?,-12%,1%
Cc1ccc(S(=O)(=O)NCc2nc3nc(C)cc(C)n3n2)c(C)c1,32%[activator],?,0%,0%&-9%,-1%&-1%,7%

Already shown: entries from further up.
Molecule,Pf growth 48h,Pf growth 96h,LmPK inhibitor,Sm TGR block,Tb PYK inh,HCV inh
COc1cccc(CN=C2Nc3ccccc3CS2)c1,.,.,-9%,11%,0%,1%
N#Cc1ccccc1/C=N/Nc1nc(-c2ccccc2)c2cc(Br)ccc2n1,19%,27%,0%,8%,-9%,-13%
COCCC(=O)N1CCC(Oc2ccc(C(=O)NCCn3cccn3)cc2)CC1,-5%,?,-3%,-7%,-1%,27%
CCOC(=O)CNC(=O)CN1CCCN(S(=O)(=O)c2ccc(Br)s2)CC1,-30%,?,3%,?,-12%,1%
Cc1ccc(S(=O)(=O)NCc2nc3nc(C)cc(C)n3n2)c(C)c1,32%[activator],?,0%,0%&-9%,-1%&-1%,7%

Source: PubChem BioAssay
